RAD52 anneal inh = inhibitors of human RAD52 DNA annealing | P43351 | recombinant RAD52 DNA annealing, FRET fluorescence | inhibition, % at 18.7 µM | 0.46% of 360,000 active | AID 651710;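 active means every replicate showing at least 50% inhibition; inconclusive means mean inhibition at least 50% but not in every replicate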
esBAF inh = inhibitors of esBAF chromatin remodeling in mouse ES cells; Bmi1-luciferase knock-in reporter, 24 h; 100% = twice the neutral-well signal; reporter increase, % at 12.5 µM; 2% of 350,000 active; in the data active means activation above about 40%; inconclusive means no clear call, values can overlap the other calls;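 further: 0% = median of the plate's neutral control wells and 100% = double that signal; a rise in the Bmi1 reporter signal indicates esBAF inhibition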
PglD inh = PglD (C. jejuni) enzyme inhibition; purified PglD enzyme, DTNB colorimetric CoA detection; inhibition, % at 12.5 µM; 0.098% of 360,000 active; AID 602405; in the data active means inhibition above about 16%, passing the limit was not always enough; inconclusive means no clear call, values can overlap the other calls; further: strong numbers were not always called active
E-sel inducer = E-selectin induction on HUVECs; AID 686992; HUVEC E-selectin immunofluorescence imaging; normalized: neutral wells 0, TNF-alpha wells 100; P16581; activation, % at 7.58 µM; 0.37% of 260,000 active;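 active means mean E-selectin-positive cell signal at least 10% of the positive control, reached in at least 60% of replicates, without over 20% cell loss; inconclusive means no rule given, readout overlaps actives, possibly toxicity-flagged; inactive means the rest, including those meeting only one limit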;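 further: in these data hits start at about 27%; measured in HUVEC primary endothelial cells; signal is the percent of cells scored E-selectin positive by PE staining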
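assay system = HUVEC, human umbilical vein endothelial cells | input = 3,000 HUVEC seeded per well | medium = EGM-2 growth medium on 0.1% gelatin-coated wells | dosing = one compound dose added by pin transfer | signal = immunofluorescence imaging | read-out basis = % PE-positive cells | control set = TNF-alpha, DMSO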
RAD54 inh = blocks human RAD54 Holliday junction branch migration; Q92698; FAM/BHQ fluorescence; inhibition, % at 10.4 µM; 0.14% of 360,000 active; AID 602329;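 active means mean normalized replicate activity at least 40 and at least half of replicates scoring 40 or more; inconclusive means only one of the two criteria met; inactive means mean below 40 and under half of replicates reaching 40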;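 further: 0% = median of neutral control wells and 100% = median of positive control wells; inhibitors cause a drop in the FAM fluorescence signal; in these data hits start at about 50%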
Target sequence (Q92698 whole entry, looked up): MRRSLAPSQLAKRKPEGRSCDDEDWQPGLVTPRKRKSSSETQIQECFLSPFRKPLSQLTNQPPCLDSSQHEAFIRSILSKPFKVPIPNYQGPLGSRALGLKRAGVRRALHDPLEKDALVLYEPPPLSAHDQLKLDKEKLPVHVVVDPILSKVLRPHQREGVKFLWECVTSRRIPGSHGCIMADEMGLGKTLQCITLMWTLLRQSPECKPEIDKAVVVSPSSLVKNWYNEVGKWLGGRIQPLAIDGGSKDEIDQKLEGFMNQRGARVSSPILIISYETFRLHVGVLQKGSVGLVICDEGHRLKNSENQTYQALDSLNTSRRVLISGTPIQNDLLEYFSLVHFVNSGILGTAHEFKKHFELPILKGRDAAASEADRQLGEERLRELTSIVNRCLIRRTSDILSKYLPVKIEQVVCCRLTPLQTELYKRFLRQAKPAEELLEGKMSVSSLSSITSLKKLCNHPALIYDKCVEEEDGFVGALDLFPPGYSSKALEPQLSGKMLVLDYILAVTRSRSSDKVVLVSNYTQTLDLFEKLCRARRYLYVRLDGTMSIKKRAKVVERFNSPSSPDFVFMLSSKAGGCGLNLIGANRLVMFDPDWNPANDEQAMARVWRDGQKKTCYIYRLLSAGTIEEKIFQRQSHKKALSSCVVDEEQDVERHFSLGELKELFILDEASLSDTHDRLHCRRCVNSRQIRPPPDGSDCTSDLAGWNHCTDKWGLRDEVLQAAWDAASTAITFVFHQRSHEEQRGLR
ARNT TACC3 PPI = disrupts binding between human ARNT and TACC3. AlphaScreen His-ARNT PAS-B/GST-TACC3 binding, luminescence; TACC3 fragment carries E629A point mutation. 0.66% of 390,000 active. AID 623870. Q9Y6A5. inhibition, % at 9.99 µM;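 active means mean inhibition of replicates at least 50% and at least half of replicates each reaching 50%; inconclusive means half or more replicates reach 50% but mean below 50%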;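 further: 0% = complete ARNT plus TACC3 wells and 100% = ARNT alone without TACC3; many hits fall short of the cut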
CASP6 VEID inh = inhibitors of human caspase-6 | P55212 | purified caspase-6, Z-VEID-R110 cleavage fluorescence | inhibition, % at 12.5 µM | 0.53% of 350,000 active;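 active means mean inhibition across replicates at least about 35%, with every replicate also reaching that limit, limit read from the data; inconclusive means only one of the two criteria met; inactive means neither criterion met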;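 further: 0% = median of neutral control wells and 100% = no fluorescence left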
Target sequence (P55212 24-179 limits assumed): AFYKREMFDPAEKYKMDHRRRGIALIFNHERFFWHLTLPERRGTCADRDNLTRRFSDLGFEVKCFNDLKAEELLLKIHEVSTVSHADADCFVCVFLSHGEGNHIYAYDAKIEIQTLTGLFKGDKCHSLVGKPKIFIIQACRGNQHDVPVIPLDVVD
Target sequence (P55212 194-293 limits assumed): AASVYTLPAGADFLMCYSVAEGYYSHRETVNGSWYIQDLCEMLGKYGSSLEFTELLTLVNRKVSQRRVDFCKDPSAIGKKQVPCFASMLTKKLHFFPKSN
ERp5 inh = ERp5 (human) disulfide isomerase inhibition; AID 651711; ERp5 insulin aggregation, absorbance 650 nm, 90 min; 0.05% of 350,000 active; inhibition, % at 9.99 µM;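 active means mean replicate inhibition above about 25%, with every replicate also reaching it, limit read from the data, passing the limit was not always enough; inconclusive means only one of those two criteria met; inactive means neither criterion met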
* hit, by the source's call; ? = inconclusive; . = no result given; & = joins results of further samples.

SMILES	RAD52 anneal inh	esBAF inh	PglD inh	E-sel inducer	RAD54 inh	ARNT TACC3 PPI	CASP6 VEID inh	ERp5 inh
CCCN(CC(=O)Nc1ccccc1C)C(=O)c1ccc(-c2ccc(C(C)=O)cc2)o1	.	10	7	.	-1	0	.	.
C[C@H](CO)N1C[C@H](C)[C@H](CN(C)Cc2ccc(C(=O)Nc3ccccc3N)cc2)Oc2ccc(NC(=O)Cn3cnnn3)cc2CC1=O	6	.	.	-1.5	.	.	0	5
CCCCN1C(=O)C(CC(=O)NCCCCc2ccccc2)CC(C(=O)N2CCOCC2)=C1C (stereo not given)	-9	-4	.	8.1	.	.	1	-4
Cc1ccc(C(=O)NNC(=S)NC(=O)COc2ccccc2)cc1	-12	.	.	.	.	7	-3	14
O=C(N/N=C/c1cccnc1)c1[nH]ncc1Br	-6	5	7	.	-1	2	4	0
CCOC(=O)C1=CN(Cc2ccco2)S(=O)(=O)N(C)C1CC (stereo not given)	-8	-4	-2	0.0	-12	-1	8	0
O=C(Nc1ccn(CCCN2CCN(c3ncccn3)CC2)c(=O)n1)OCc1ccccc1	1	-3	-1	2.1	2	.	.	-6
CCSc1nnc(NC(=O)c2cccnc2Cl)s1	.	22	0	.	-4	-1	.	.
CN1C(=O)c2cc(NC(=O)C3CCC3)ccc2OC[C@H]2O[C@H](CC(=O)NCCc3ccncc3)CC[C@H]21	7	.	.	0.1	.	.	-8	3
CC(C)NC(=O)CSc1ncccc1-c1nc2ccccc2[nH]1	-10	-3	3	.	-5	0	-3	2
CCCc1c(C)[nH]c2ccc(C(=O)O)cc2c1=S	-12	0	4	.	32	-2	18	4
COc1ccc(OC)c(CC(=O)Nc2cc(S(=O)(=O)N3CCCCC3)ccc2C)c1	-4	1	2	-0.7	1	2	0	-1
C[C@@H]1CN([C@@H](C)CO)C(=O)c2cc(-c3ccc(F)cc3)cnc2O[C@H]1CN(C)Cc1cncnc1	20	-9	0	0.6	-15	-7	-2	0
Cc1nnc(SCCCN2C(=O)c3ccccc3C2=O)o1	.	6	0	.	-7	-9	.	.
O=C(NCCO)C1(c2ccccc2)CCCC1	.	-5	2	.	-2	-25	.	.
CN(C)C(=O)c1ccc(-c2ccc([C@H]3[C@@H](C#N)N(C(=O)Nc4ccccc4F)[C@H]3CO)cc2)cc1	-20	17	3	0.2	7	8	-1	-1
CC(=O)C1=C(O)C(=O)N(c2nccs2)C1c1ccc(Br)cc1 (stereo not given)	.	7	-2	.	-1	2	.	.
Cn1c(=O)n(Cc2ccccc2)c(=O)c2c1nc(NCC1CCCO1)n2Cc1ccccc1 (stereo not given)	.	1	-7	.	1	8	.	.
COc1cccc(-c2ccc3c(c2)O[C@H](CN(C)C(=O)C2CCC2)[C@@H](C)CN([C@@H](C)CO)S3(=O)=O)c1	4	-1	0	0.0	-4	6	0	3
CCn1c(=S)sc2c(=O)[nH]c(SCC(=O)Nc3cc(OC)ccc3OC)nc21	1	-4	7	.	-17	-1	25	-3
CC1CCN(C2CC(=O)N(c3ccc(Br)cc3Br)C2=O)CC1 (stereo not given)	-28	-6	3	0.1	9	3	-1	0
COc1ccc(CN(C)C[C@H]2Oc3ccc(NC(=O)C4CCCCC4)cc3CC(=O)N([C@H](C)CO)C[C@H]2C)cc1	17	-6	8	.	8	2	-2	-1
COC(=O)C[C@@H]1C[C@H]2c3cc(NC(=O)CN(C)C)ccc3O[C@H]2[C@@H](CO)O1	6	-10	-2	0.4	5	-16	1	3
Cc1nn(-c2ccccc2)c2c1CC(=O)Nc1ccccc1-2	0	.	.	.	.	1	0	6
O=C(CN1C(=O)CCC1=O)NC(=O)NC1CCCC1	-9	-8	3	.	-12	-1	-3	-4
Cc1ccc(C)c(N2N=C(C(=O)Nc3ccc(N4CCOCC4)cc3)CCC2=O)c1	-6	.	.	-0.2	.	0	2	6
O=c1c2ccccc2c2ccccc2c(=O)n1Cc1ccco1	.	-3	-1	.	6	2	.	.
COC(=O)c1c(NC(=O)C(C)(C)C)sc2c1CCN(Cc1ccccc1)C2	-6	3	3	2.8	-3	1	-2	4
COC(=O)COc1cccc(NC(=O)c2cccc(C)c2)c1	1	-4	.	.	.	-4	1	-1
CCOCC(=O)Nc1nc(-c2ccccc2)c(CC)s1	.	-8	-2	.	-2	-10	.	.

4 records picked at random from the list so far, as already listed:
SMILES	RAD52 anneal inh	esBAF inh	PglD inh	E-sel inducer	RAD54 inh	ARNT TACC3 PPI	CASP6 VEID inh	ERp5 inh
C[C@@H]1CN([C@@H](C)CO)C(=O)c2cc(-c3ccc(F)cc3)cnc2O[C@H]1CN(C)Cc1cncnc1	20	-9	0	0.6	-15	-7	-2	0
CN(C)C(=O)c1ccc(-c2ccc([C@H]3[C@@H](C#N)N(C(=O)Nc4ccccc4F)[C@H]3CO)cc2)cc1	-20	17	3	0.2	7	8	-1	-1
COC(=O)c1c(NC(=O)C(C)(C)C)sc2c1CCN(Cc1ccccc1)C2	-6	3	3	2.8	-3	1	-2	4
Cc1nnc(SCCCN2C(=O)c3ccccc3C2=O)o1	.	6	0	.	-7	-9	.	.

(continued)
SMILES	RAD52 anneal inh	esBAF inh	PglD inh	E-sel inducer	RAD54 inh	ARNT TACC3 PPI	CASP6 VEID inh	ERp5 inh
Cc1ccc(O)c([C@H](CCN(C(C)C)C(C)C)c2ccccc2)c1	6&-2	-3&-6	3&-3	?	9&-4	-6&-2	0&1	4&-5
Cc1ccc(CN2C(=O)CSC2c2ccc(F)cc2)cc1 (stereo not given)	-9	-39	1	0.0	-2	-3	3	-1
C/C(=N\NC(=O)C1CC1)c1ccccc1Br	-16	-3	-4	-0.1	-6	-7	-1	3
Cc1cc(C(=O)Nc2cccc3c2O[C@@H](CN(C)Cc2ccc(Oc4ccccc4)cc2)[C@@H](C)CN([C@@H](C)CO)C3=O)n(C)n1	-8	-7	5	-9.8	-14	-1	.	2
COc1ccc(N(CC(=O)NCc2ccco2)S(=O)(=O)c2c(C)nn(C)c2C)cc1	0	2	-9	.	-9	-1	-1	-1
COCC(=O)Nc1nnc(Cc2ccc(OC)cc2)s1	.	-4	11	.	6	-5	.	.
NS(=O)(=O)c1ccc(CCNC(=O)CN2C(=O)NC(c3ccccc3)(c3ccccc3)C2=O)cc1	-21	8	3	-0.1	-3	-3	2	-4
c1cncc(CNc2ncnc3sc4c(c23)CCCC4)c1	-17	.	.	-2.3	.	-2	1	2
CN(C)CCCN1C(=O)c2oc3ccccc3c(=O)c2C1c1cccs1 (stereo not given)	.	5	0	.	-4	1	.	.
NS(=O)(=O)c1ccc(CCNC(=O)C(=O)NCC2OCCN2S(=O)(=O)c2cc(F)ccc2F)cc1 (stereo not given)	-13	2	1	.	3	-5	0	-3
CCOc1cccc(CN2CCC(Oc3ccc(C(=O)NCc4ccccn4)cc3)CC2)c1	-9	-2	1	3.9	4	8	-5	2
O=C(O)C1=C[C@@H](c2ccc3c(c2)Cc2ccccc2-3)C[C@@H](OCCCCO)O1	-27	.	-8	.	1	-5	1	-4
CN1CCCCN2[C@H](CO)[C@H](c3ccc(/C=C/c4ccccc4)cc3)[C@H]2C1	77*	-1	-6	0.5	13	11	2	-7
CCCC(=O)Nc1ccc2c(c1)C(=O)N(C)C[C@@H](OC)[C@H](C)CN[C@@H](C)CO2	-4	-2	1	0.1	-9	-8	-5	2
CN1C(=O)CSc2ccc(NC(=O)NCc3cccnc3)cc21	-11	3	-4	.	-14	-4	0	-6
COc1cccc(NC(=O)N2C[C@H](O)COC[C@@H]3O[C@H](CC(=O)NC4CCC4)CC[C@H]32)c1	11	-2	4	0.1	-4	-16	2	2
CCc1cc2c(=O)oc(-c3ccc(Br)cc3)nc2s1	-11	13	9	-0.3	6	4	0	2
NC(=O)c1ccc[n+]([C@H]2O[C@@H](COP(=O)([O-])OP(=O)(O)OC[C@H]3O[C@@H](n4cnc5c(N)ncnc54)[C@H](O)[C@@H]3O)[C@H](O)[C@@H]2O)c1	.	12	2	.	-16	-8	.	.
C[C@@H]1CN([C@@H](C)CO)C(=O)c2cccc(NC(=O)Nc3ccc4c(c3)OCO4)c2O[C@H]1CN(C)Cc1ccncc1	12	17	-1	2.9	-12	9	-1	-3
COc1ccc(-c2onc3ccc(C(=O)/C=C/N(C)C)cc23)cc1	-147	24	2	0.5	-2	9	3	-6
COc1ccc(Cc2nc(-c3ccc(-n4cccc4)cc3)no2)cc1OC	-45	9	5	-0.1	6	.	-1	1
O=C(CN1C(=O)c2cccc3cccc1c23)N1CCN(c2ccc(F)cc2)CC1	.	-2	-11	.	-11	-2	.	.
CCN(CC)C(=O)c1cn(CCC#N)nc1-c1ccc2c(c1)OCCO2	-10	.	.	0.0	.	-3	24	0
C[C@@H]1CN([C@@H](C)CO)C(=O)c2cc(NS(=O)(=O)c3cn(C)cn3)ccc2O[C@@H](C)CCCCO[C@@H]1CN(C)Cc1ccccc1	9	-6	8	1.4	-2	-22	-1	-2
COc1cccc(C(=O)Cn2c(NCCO)nc3ccccc32)c1	0	-2	2	.	3	1	-1	-1
C[C@@H]1CN([C@@H](C)CO)C(=O)c2cc(/C=C/c3ccccc3)cnc2O[C@@H]1CN(C)C(=O)Cc1ccccn1	13	-4	-7	.	-7	-4	4	-6
O=C(NCc1ccccc1)C1C(c2ccccc2)=Nc2ccccc2N1C(=O)c1cnccn1 (stereo not given)	-3	.	.	0.1	.	.	-1	-7
CC(C)NC(=O)Nc1ccc2c(c1)C(=O)N(C)[C@H]1CC[C@@H](CC(=O)NCC(F)(F)F)O[C@@H]1CO2	.	-8	6	-0.1	-14	26	.	.
CN(CC(=O)Nc1ccccc1Cl)C(=O)c1ccc(N2C(=O)CCC2=O)cc1	-5	2	-2	-0.5	-3	-5	0	0
Cc1cccc(OCC(=O)Nc2ccc3nc(C)sc3c2)c1	-59	.	.	.	.	17	-1	5
COc1ccc(COc2ccsc2C(=O)Nc2ccc(Cl)c(Cl)c2)cc1	.	13	-3	.	-3	-2	.	.
CNC[C@H]1Oc2ncc(-c3ccccc3C)cc2C(=O)N([C@@H](C)CO)C[C@H]1C	-9	3	-1	0.1	-7	30	6	0
COc1ccc(C(=O)N2CCCC(c3cc(C(=O)NCc4cccnc4)no3)C2)cc1 (stereo not given)	1	-3	2	0.1	-1	.	0	-1
CC(C)=CC1C(C(=O)Nc2ccc(S(=O)(=O)N3CCOCC3)cc2)C1(C)C (stereo not given)	4	.	3	0.0	0	5	1	4
COc1cc(SC)ccc1C(=O)NCCCn1ccnc1	-3	-3	-4	0.2	8	1	-16	2
Cc1ccc(C)c(OCC(=O)Nc2ccc(S(=O)(=O)Nc3onc(C)c3C)cc2)c1	-11	-3	1	.	-26	-4	.	3
CCNC(=O)C[C@@H]1CC[C@H]2[C@@H](COC[C@H](O)CN2C(=O)C2CC2)O1	-6&-18	-5	-4	0.0&4.8	10	1	1&7	0&3
C=C(C)C1CCC(C)=C1CC(C)(C)/C=N\n1cnnc1 (stereo not given)	-12	-2	-3	.	-4	1	2	5
CC(C)NC(=O)N(C)C[C@@H]1OCCCC[C@@H](C)Oc2ccc(NC(=O)Cc3ccccc3)cc2C(=O)N([C@@H](C)CO)C[C@H]1C	5	.	4	0.0	7	-11	2	-5
O=C(CN1CCOCCOCCOCCOCC1)Nc1ccccc1	.	22	3	.	-6	-6	.	.
COC(=O)c1cc2oc(C)cc2n1CC(=O)Nc1cc(C)cc(C)c1	.	-4	-1	.	4	1	.	.
O=C(c1c[nH]c2ccccc12)N1CCOCC1	-12	-10	0	-0.4	-6	-9	2	3
CCc1ccc[n+](-c2nc3ccccc3nc2C(=C=[N-])C#N)c1	-53	1	.	-0.3	.	5	6	5
